Compound activity: PubChem BioAssay, Fisher Drug Discovery Resource Center
NPYLR7 agonist: mosquito NPYLR7 agonism | HEK293T NPYLR7/Galpha15, GCaMP6s calcium fluorescence | activation, % at 10 µM | hit rate 0.15% among 270,000 | AID 1259423; in the data active means activation above about 40%;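 further: 0% = vehicle and 100% = reference agonist at the receptor; some compounds past the cut are filed as inactive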
hcGAS lum: human cGAS inhibition. Q8N884. recombinant h-cGAS, ATP depletion, Kinase-Glo luminescence. inhibition, % at 12.5 µM. hit rate 0.081% among 290,000. AID 1259398;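 further: 0% = vehicle reaction and 100% = reaction without DNA for no activity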
Target sequence (Q8N884 whole entry, looked up): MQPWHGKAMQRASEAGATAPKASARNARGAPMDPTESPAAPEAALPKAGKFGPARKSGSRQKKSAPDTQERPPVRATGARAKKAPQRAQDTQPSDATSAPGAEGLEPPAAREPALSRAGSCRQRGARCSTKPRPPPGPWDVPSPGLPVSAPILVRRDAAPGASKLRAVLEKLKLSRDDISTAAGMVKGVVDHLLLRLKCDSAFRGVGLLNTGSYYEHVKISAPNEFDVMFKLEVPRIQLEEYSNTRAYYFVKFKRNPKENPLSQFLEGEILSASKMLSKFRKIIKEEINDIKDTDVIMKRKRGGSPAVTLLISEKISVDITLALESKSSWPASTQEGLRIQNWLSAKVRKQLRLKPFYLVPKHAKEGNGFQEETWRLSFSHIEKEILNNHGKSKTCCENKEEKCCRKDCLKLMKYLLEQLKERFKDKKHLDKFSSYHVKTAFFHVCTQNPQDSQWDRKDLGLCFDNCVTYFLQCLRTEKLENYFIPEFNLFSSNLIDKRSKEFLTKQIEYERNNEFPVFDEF
mcGAS lum: mouse cGAS inhibition by luminescence; Q8C6L5; recombinant cGAS, Kinase-Glo ATP depletion luminescence; inhibition, % at 12.5 µM; hit rate 0.15% among 160,000;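 further: 0% = negative control wells and 100% = reference inhibitor with no enzyme activity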
The depositor's hits bear a star; nt = not tested or not shown; & = joins results of further samples. Unless noted, no stated cut-off is given here; in the data, active means inhibition above about 40%; inactive means the rest.

The first six entries, to show the layout:
cpd	Molecule	hcGAS lum	NPYLR7 agonist	mcGAS lum
1	CC1=C(C(=O)OCC(C)C)Sc2ccc(C(F)(F)F)cc2N1	-1	2	-5
2	O=C(Nc1cnc2n1CCCC2)c1csc(-c2cccs2)n1	2	15	-16
3	N#Cc1c(N)nc(N2CCCCC2)c(C#N)c1C1(C#N)CCC1	-12	1	nt
4	CCn1c2ccccc2c2cc(-c3nccn3C(C)c3nncn3C)ccc21 (stereo not given)	-6	9	nt
5	Cc1cc(C(=O)N(C)CCn2ccc3ccccc32)nc(C)n1	-5	1	-20
6	Cc1c(F)cc(C(=O)NCC(F)(F)F)cc1NC(=O)CC(C)(C)C	-5	12	nt

All compounds of this part, repeating the preview:
cpd	Molecule	hcGAS lum	NPYLR7 agonist	mcGAS lum
1	CC1=C(C(=O)OCC(C)C)Sc2ccc(C(F)(F)F)cc2N1	-1	2	-5
2	O=C(Nc1cnc2n1CCCC2)c1csc(-c2cccs2)n1	2	15	-16
3	N#Cc1c(N)nc(N2CCCCC2)c(C#N)c1C1(C#N)CCC1	-12	1	nt
4	CCn1c2ccccc2c2cc(-c3nccn3C(C)c3nncn3C)ccc21 (stereo not given)	-6	9	nt
5	Cc1cc(C(=O)N(C)CCn2ccc3ccccc32)nc(C)n1	-5	1	-20
6	Cc1c(F)cc(C(=O)NCC(F)(F)F)cc1NC(=O)CC(C)(C)C	-5	12	nt
7	CCOC(=O)CSc1nc2c(c(=O)n1-c1ccc(OCC)cc1)SCC2	-6	-3	-7
8	COCC1CCCN(C(=O)c2cnc(SC)n2-c2ccccc2)C1 (stereo not given)	-11	0	nt
9	CC(C)C(C)N(C1CC1)S(=O)(=O)c1ccc(OC(F)F)c(Cl)c1 (stereo not given)	-5	17	-16
10	Cn1ncc2cc3ccccc3nc21	-2	2	-1
11	Cc1cccc(-c2cc(N)n(-c3ccc(C(=O)N(CC(C)C)CC(C)C)cc3)n2)c1	-3	-4	-5
12	CN(C)CCn1nnnc1SCC1=C(C(=O)O)N2C(=O)[C@@H](NC(=O)Cc3csc(N)n3)[C@H]2SC1	-4	-8	nt
13	CC1CN(c2ccc(Oc3ccccc3)cc2)c2nc3c(c(=O)n(C)c(=O)n3C)n2C1 (stereo not given)	-7	0	-5
14	Cc1cccc(CN2CCCC3(CCN(c4nc(C)cnc4C)C3)C2=O)c1 (stereo not given)	-5	17	nt
15	COc1cc(CC2(CCC(=O)N3CCC(c4ccccc4Cl)C3)CCC(=O)N2)ccc1F (stereo not given)	-9	10	-10
16	CCn1c(C)ccc(C(=O)N2CCCC(N3CCc4ccccc4C3)C2)c1=O (stereo not given)	-10	12	nt
17	O=C(Cn1cnc([N+](=O)[O-])n1)N/N=C\c1ccccn1	-2	-8	-4
18	COc1cn(CC(=O)NCc2ccc(C)cc2)c(CN2CCN(c3ccc(F)cc3)CC2)cc1=O	-11	-1	-8
19	COc1ccc(CCNC(=O)Cn2cc(OC)c(=O)cc2CO)cc1OC	-10	1	-7
20	CCn1cc(C(CC(=O)N2CCN(c3ccccc3F)CC2)c2cccc(C)c2)c2ccccc21 (stereo not given)	-3	1	-4
21	COc1cc(CN2CCn3nc(C(=O)N4CCN(C/C=C/c5ccccc5)CC4)cc3C2=O)cc(OC)c1	-3	-6	-2
22	Cc1ccccc1CON=Cc1cccc([N+](=O)[O-])c1	-3	-5	-4
23	CCOC(=O)CNC(=O)CSc1nc(=O)n2cccc(C)c2n1	-3	3	nt
24	COc1ccc(Cl)cc1-c1nc(C=Nc2cc(C)on2)c(O)o1	-3	-13	-7
25	CN1CCN(C(=O)c2ccc(Br)o2)CC1	-1	2	-4
26	CC1CCC(NC(=O)CS(=O)Cc2ccc(F)cc2Br)CC1 (stereo not given)	-11	13	-15
27	CCOc1ccc(C(=O)N2CCCOC(CN3CCCCC3)C2)o1 (stereo not given)	-9	nt	-3
28	Cc1ccccc1CSc1nnc(CNS(=O)(=O)c2ccc(Cl)cc2)n1-c1ccc(Cl)cc1Cl	-6	2	-4
29	O=C(Cn1ncn2c(cc3sccc32)c1=O)NC1CC1	-7	0	-6
30	Cc1ccsc1[C@@H]1CCN(C(=O)Cn2nnc3ccccc3c2=O)C[C@H]1O	4	-4	nt
31	CN(Cc1cccc(Cl)c1Cl)C(=O)CCc1ccc2c(c1)OCO2	-2	10	nt
32	CCCn1c(=NC(=O)C2=COCCO2)sc2cc(CC)ccc21	0	1	0
33	O=C(NCC(c1cccs1)N1CCOCC1)c1ccccc1OCCOc1ccccc1 (stereo not given)	4	1	0
34	COc1cccc(C(=O)N(Cc2nccn2Cc2ccc(Cl)cc2Cl)CC2CCCO2)c1 (stereo not given)	-5	6	-5
35	CCc1c(C(=O)CN2CCN(Cc3noc(C)n3)CC2)[nH]c(C)c1C(C)=O	-10	1	nt
36	CC(=O)/C(C)=N\O	2	-5	1
37	CSCC(=O)N[C@H]1CN(C2CCN(C(C)=O)CC2)C[C@@H]1C1CC1	0	nt	-3
38	Cc1c(C)c(C)c(S(=O)(=O)N2CCNC(=O)C2)c(C)c1C	-5&6	11&2	-7&-3
39	CCOC(=O)CNC(=O)CCc1cc2c(n1-c1ccc(C)cc1F)-c1ccccc1OC2	-8	2	-11
40	O=S(=O)(Nc1ccc2c(c1)OC1(CCCC1)O2)c1cccs1	-8&-3	8&8	-6&-4

Three compounds from above, sorted by molar mass, low to high:
cpd	Molecule	hcGAS lum	NPYLR7 agonist	mcGAS lum
29	O=C(Cn1ncn2c(cc3sccc32)c1=O)NC1CC1	-7	0	-6
23	CCOC(=O)CNC(=O)CSc1nc(=O)n2cccc(C)c2n1	-3	3	nt
30	Cc1ccsc1[C@@H]1CCN(C(=O)Cn2nnc3ccccc3c2=O)C[C@H]1O	4	-4	nt

(list continues)
cpd	Molecule	hcGAS lum	NPYLR7 agonist	mcGAS lum
41	NS(=O)(=O)c1cc2c(cc1Cl)NC(c1ccc(Br)cc1)NS2(=O)=O (stereo not given)	-5	3	nt
42	CC(C)(C)OC(=O)Nc1ccc(CC(=O)N2CCN(C(=O)c3ccoc3)CC2)cc1	-8	6	-16
43	COc1ccc(-c2nc(C(N)=O)c3[nH]c(=O)n(-c4ccc(OC)c(OC)c4)c3n2)cc1	-9	-4	-7
44	O=C(COc1ccc(F)cc1Cl)NC1CCCC(C(F)(F)F)C1 (stereo not given)	-8	3	nt
45	COC(=O)c1ccc(NC(=O)CSc2cn(CC(=O)N3CCCC3)c3ccccc23)cc1	-6	-4	-8
46	CC(=O)NN1C(=O)/C(=C\C=C\c2ccccc2)SC1=S	0	-4	nt
47	O=S(=O)(Nc1ccncc1)c1ccc(Br)c(F)c1	1	-19	nt
48	COc1cc2c(cc1OC)C1CN(C(=O)Nc3cccc(C)c3C)CC(=O)N1CC2 (stereo not given)	-5	-4	-7
49	Cc1ccccc1N1CCN(Cc2ccc(F)cc2F)C(C)C1=O (stereo not given)	-8	11	-7
50	O=C(NC1CCN(Cn2ncc3ccccc3c2=O)CC1)c1ccccc1	-3	13	-7
51	CN1CCC/C1=C1/C(=O)N(c2ccccc2)N=C1NC(=O)Nc1cccc(Cl)c1	-3	24	nt
52	CC1=C(C#N)C(c2c(C)[nH]n(-c3ccccc3)c2=O)(C(F)(F)F)C(=O)N1 (stereo not given)	-6	1	nt
53	CC(=O)NCC(=O)N1CCC(n2nc(C(C)C)cc2C(C)C)CC1	-5	16	-5
54	COc1ccc(CN(CC(C)C)C(=O)NC2CCCCC2)cc1OS(=O)(=O)c1ccc(F)cc1	-5	nt	-6
55	Cc1n[nH]c(C)c1Cc1n[nH]c(=O)n1[C@H](C)c1ccc(F)cc1	5	1	nt
56	Cc1[nH]c(-c2ccccc2)nc1C(=O)N1CCC(O)(CN(C)C)C1 (stereo not given)	-9	3	nt
57	CCc1nc2n(n1)C(=O)C(C(c1ccc(Cl)cc1)N1CCCCC1)S2 (stereo not given)	-8	-1	-7
58	CC(C)C(NC(=O)CCSc1ccc(Cl)cc1)C(C)C	-5	-4	-4
59	CC(=O)Nc1ccc(-c2ccnc3c2CC(C)(C(=O)NCc2ccc(N(C)C)cc2)O3)cc1 (stereo not given)	-3	-9	-6
60	O=C(c1cn(Cc2ccc(F)cc2)nn1)N1[C@@H]2CC[C@H]1CC(O)C2 (stereo not given in full)	2	-6	nt

As entered above:
entry 56 – hcGAS lum: -9
entry 3 – NPYLR7 agonist: 1
entry 51 – NPYLR7 agonist: 24
entry 10 – hcGAS lum: -2
entry 32 – hcGAS lum: 0
entry 35 – NPYLR7 agonist: 1
entry 43 – hcGAS lum: -9

Additional entries
cpd	Molecule	hcGAS lum	NPYLR7 agonist	mcGAS lum
61	O=C(Nc1ccc(N2CCCC2)c(C(=O)NC2CC2)c1)Nc1cccc2ccccc12	-8	7	-8
62	CC(C)CC1=NN2C(C1)c1ccccc1OC2c1ccc(Br)cc1 (stereo not given)	1	0	nt
63	CCN(CC)CCOC(=O)c1cc(Cl)c(N)cc1OC	4	4	-5
64	c1ccc(-c2cn3nc(NCC4CCCO4)sc3n2)cc1 (stereo not given)	-9	-4	-15
65	Cn1c(Oc2cccc([N+](=O)[O-])c2Cl)cc(=O)n(C)c1=O	6	4	nt
66	CCOC(=O)c1nn(-c2ccccc2)cc1O	-4	-6	-8
67	COc1cccc(C(CC(=O)NC(C)CCc2ccccc2)c2c[nH]c3ccccc23)c1OC (stereo not given)	-12	nt	-9
68	COc1c(Cl)cc(Cl)cc1C=Nc1cnn(C)c1C(=O)Nc1cccc(C(F)(F)F)c1	-6	-2	-7
69	Cc1ccc(-n2ncc3c2CC(C)(C)CC3NC2CCSCC2)cc1 (stereo not given)	-6	10	-8
70	O=C(CCl)Nc1ncc(Cc2cc(C(F)(F)F)ccc2Cl)s1	-3	2	nt
71	O=C1C(=NNC(=S)NC2CCCCC2)c2cccc3cccc1c23	-7	0	nt
72	CCc1ccc(-c2nccn2CCSc2nncn2C)o1	-7	-2	-11
73	Cn1c(C(=O)N2CCCC(Nc3ccc4c(c3)OCCO4)C2)cc(=O)n(C)c1=O (stereo not given)	-5	9	nt
74	CCCCNC(=O)C1CN(C(=O)Cc2ccccc2)CC1c1ccc(OC)cc1 (stereo not given)	-5	5	nt
75	O=C(O)C1(N2CCCCC2)CCCCC1	1	2	nt
76	CN(CC(O)COc1ccccc1CN1CCCCO1)C1CCCCC1 (stereo not given)	-7	8	nt
77	CCOC(=O)c1nc2ccccc2nc1N1CCN(S(=O)(=O)c2ccc(CC)cc2)CC1	-8	13	-6
78	Cc1cc(C)n2nc(SCC(=O)Nc3ccc(C(C)C)cc3)nc2n1	-7	-4	-4
79	O=S(=O)(NC1CCCN(Cc2ccccc2)C1)c1cccc(Cl)c1F (stereo not given)	-11	10	-15
80	COc1cccc(-c2nc(C(N)=O)c3[nH]c(=O)n(-c4ccc(C(C)(C)C)cc4)c3n2)c1	-4	20	-9
81	CN(Cc1cc2n(n1)CCNC2)Cc1nc2ccsc2c(=O)[nH]1	-2	13	nt
82	O=C(NCCCNc1ccccc1)c1scnc1Cl	0	3	nt
83	Nc1nn2c(-c3ccccc3)cc(-c3ccccc3)nc2c1[N+](=O)[O-]	-10	0	nt
84	CC(=CC(=O)C(F)(F)F)NNC(=O)C(N)=O	-7	1	-9
85	CCOC(=O)C1C(=O)OC(C)(C)C1C(C(=O)c1ccc(Br)cc1)C(C)C (stereo not given)	2	-11	-5
86	Cc1nc(Nc2ccc(NC(=O)Nc3ccccc3F)cc2)cc(OC(C)C)n1	8	-5	nt
87	ClC12CC3CC(C1)CC(n1nnc4ccccc41)(C3)C2	-3	-12	nt
88	CO[C@@]12CC[C@@H](OCCO)C[C@@H]1N(CCCn1nc(C)cc1C)CC2	5	nt	1
89	Cc1ccc(C)c(Cc2c(C)nc(C)nc2N2CCN(C(=O)c3ccco3)CC2)c1	4	-9	0
90	COC(=O)CNC(=O)CSc1nc(C)cc(C)c1C#N	-19	10	-3
91	C=C(C)COc1ccc(-c2oncc2-c2ccccc2OC)c(O)c1	-9	1	-8
92	Cc1ccc(CNC(=O)N(C)Cc2ccc3ccccc3c2)cc1	0	4	nt
93	Cc1cc(C(=O)OC(C)C(=O)Nc2cc(Cl)cc(Cl)c2)c(C)o1 (stereo not given)	-9	-4	nt
94	OCc1cc2ccccc2nc1-c1ccc2c(c1)OCCO2	-8	0	-16
95	O=C(NCCN1CCOCC1)N(Cc1ccc(F)cc1F)C1CC1	6	-4	nt
96	Cc1ccsc1CN(Cc1ccc(F)cc1)C(=O)CN(CCN1CCOCC1)S(=O)(=O)c1ccc(F)cc1	-8	nt	-3
97	CCOC(=O)c1c(C)[nH]c(C(=O)NNC(=CC(=O)OC)C(=O)OC)c1C	5	4	nt
98	Cc1cnc(CNCC(=O)Nc2cnccn2)cn1	3	2	-1
99	O=C(Nc1cccc(-n2cccn2)c1)C1CCCN(Cc2cc3ccccc3o2)C1 (stereo not given)	-7&-2	21	-5
100	Oc1ccccc1C1=NNC(c2ccc(Br)cc2)C1 (stereo not given)	8	5	nt
101	O=C1CSC2=NCN(CC3(N4CCCCC4)CCCCC3)CN12	-3	-9	-13
102	CCN(CC)CCCNS(=O)(=O)c1cccc2nsnc12	-5	4	nt
103	CCc1nc2n(n1)C(=O)C(C(c1ccc(F)cc1)N1CCN(c3ccc(OC)cc3)CC1)S2 (stereo not given)	1	1	2
104	Cc1cccc(-c2nnc(C(C)OC(=O)Cc3n[nH]c(=O)c4ccccc34)o2)c1 (stereo not given)	6	0	nt
105	Cc1cc(CN2CCN(CC(C#N)CCC#N)CC2)on1 (stereo not given)	-8	4	nt
106	O=C(NC1CCC(NC(=O)[C@H]2CCCN2S(=O)(=O)c2cccc(C(F)(F)F)c2)CC1)c1ccccc1 (stereo not given in full)	1	-2	-1
107	O=C(O)CC1SC(=NN=C2c3ccccc3-c3ccccc32)NC1=O (stereo not given)	9	-11	nt
108	COC(=O)Cn1c(=NC(=O)c2ccccc2[N+](=O)[O-])sc2ccccc21	-6	1	nt
